High-throughput results: PubChem, National Center for Advancing Translational Sciences (NCATS)
PI5P4Ka inh: inhibitors of human PI5P4K alpha | P48426 | PI5P4Kalpha enzyme, ADP-Glo luminescence, 60 min; hits give low values | max response, % | 1.2% of 330,000 active | AID 652105; active = max response of -50% or lower; inconclusive = between -30% and -50%; inactive = -30% or higher; note: value at the top dose of about 77 µM; % is set by controls: 0 for no effect and ±100 for the full control effect
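PI5P4Kalpha ADP-Glo assay; 5 microM ATP final; 60 min RT reaction; HEPES pH 7.4/EGTA/CHAPS, 5% DMSO; controls lacking substrate or enzyme; luminescent end-point.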
IL2 activator: activators of IL-2; 0.065% of 360,000 active; activation, % (series mostly up to about 46 µM); IL-2 activation reporter assay, cell-based qHTS; stimulated with anti-CD3/CD4/CD28 beads; in transgenic mouse T cells; in the data active = activation above about 50%; inconclusive = mostly about 30% to 49%; note: 0% is about no effect
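Using fluorescent plate cytometry, EGFP and DsRed are detected in transgenic mouse T cells stimulated 18 h at 37 degrees C with antibody-coated beads after 60 min compound pretreatment.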
EPAC1 agonist: agonists of human EPAC1. 0.073% of 360,000 active. Potency, µM (titrated, usually from 154 µM), without a hit: top-dose activation, actives largely listed as activators. EPAC1 agonist qHTS, biochemical assay; response scale: 100% = response to 6.5 mM cAMP. O95398; note: potency is the fitted concentration of half-maximal effect; nearly all actives have a fitted effect of over 60% in size
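Fluorescent GDP-exchange assay: 100 nM EPAC1 with 250 nM Rap1B preloaded with BODIPY-GDP and 50 uM GDP; compounds tested as concentration series, 5 min at room temperature, then read every 5 min for 30 min (ex 480/em 540 nm); normalized to 6.5 mM cAMP.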
PLK1 PBD inh: blocks phosphopeptide binding to human PLK1 polo-box domain | Potency, µM, inactives show max response, negative = inhibition, hits mostly inhibitors | AID 720504 | Plk1 PBD binding of FITC phosphopeptide, fluorescence polarization | P53350 | 2.8% of 360,000 active; note: potency is the fitted concentration of half-maximal effect; series mostly up to about 57 µM; % is set by controls: 0 for no effect and ±100 for the full control effect; nearly all actives have a fitted effect of over 65% in size
Abeta yeast res: compounds reversing amyloid beta toxicity in yeast. yeast expressing A-beta42, growth rescue, OD600, 48 h; response scale: 0% DMSO, 100% iron-clioquinol control. Potency, µM (series often up to 46.1 µM), for inactives: top-dose growth rescue, usual class: activators. 0.063% of 410,000 active; note: potency is the fitted concentration of half-maximal effect; nearly all actives have a fitted effect of over 55% in size
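Yeast A-beta toxicity model in growth medium with pinned compounds, 48 h at 30 C; growth read as absorbance at 600 nm. Normalized to FeCl3/clioquinol equimolar mix (positive) and DMSO (negative).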
aSyn yeast inh: rescues yeast growth from alpha-synuclein toxicity; Yeast expressing alpha-synuclein, growth rescue, BacTiter-Glo, 24 h; Potency, µM (top dose mostly 46.1 µM), without a hit: at the top dose growth rescue (activation), usual class: activators; AID 652106; 0.14% of 370,000 active; note: potency is the fitted concentration of half-maximal effect; % of control where 0% means no effect; nearly all actives have a fitted effect of over 65% in size
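Galactose-induced alpha-syn yeast (OD600=0.02, raffinose-pregrown) + pinned cpd, 24 hr, 30 deg C; growth by BacTiter-Glo luminescence. Growth restoration scores as activation.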
WRN inhibitor: WRN helicase (human) inhibition; WRN helicase unwinding, fluorescent forked duplex, kinetic; 0.46% of 360,000 active; Q14191; Potency, µM (titrated, usually from 114 µM), for inactives: top-dose activity change, negative = inhibition, usual class: inhibitors; note: potency is the fitted concentration of half-maximal effect; % is set by controls: 0 for no effect and ±100 for the full control effect; nearly all actives have a fitted effect of over 55% in size
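Fluorescence dequenching readout, ex 525 nm/em 598 nm, kinetic mode: forked duplex DNA (100 nM final) with adjacent fluorophore and quencher unwound by WRN (20 nM final) with 2 mM ATP. Compound preincubation 15 min, room temperature.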
EPAC1 antag: antagonists of human EPAC1. EPAC1 GEF assay, Rap1b-BODIPY-GDP exchange fluorescence. Potency, µM (top dose mostly 115 µM), without a hit: top-dose activity change, negative = inhibition, actives largely listed as inhibitors. 0.14% of 360,000 active. AID 720709;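 note: potency is the fitted concentration of half-maximal effect; plate controls were vehicle for no effect and positive control for full effect; nearly all actives have a fitted effect of over 50% in size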
FUS suppressor: FUS proteinopathy suppression in yeast; S. cerevisiae FUS-expressing, growth rescue, OD600, 24 h; AID 1347120; Potency, µM (series often up to 76.6 µM), without a hit: at the top dose growth rescue (activation), usual class: activators; 0.24% of 390,000 active;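 note: potency is the fitted concentration of half-maximal effect; plate controls were DMSO vehicle for no effect and reference control for full effect; nearly all actives have a fitted effect of over 55% in size; some results filed as inactive show a strong effect at the top dose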
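Quantitative HTS measuring growth restoration of FUS-toxic yeast. Galactose-induced cells (OD 0.005) were exposed 24hr at 30C to compounds at several concentrations, then absorbance at 600 nm was recorded.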
* hit, by the source's call; ? = inconclusive; . = no result given; & = joins results of further samples; [ ] = remark or other dose. Unless noted, calls come from the whole dose curve; as a rule, active = well fitted curve in the direction sought with a large enough effect; inconclusive = small, poorly fitted or top-dose-only effect, or another doubt; inactive = no such curve, though single readings can be large; an effect the other way counts as inactive or inconclusive.

molecule	PI5P4Ka inh	IL2 activator	EPAC1 agonist	PLK1 PBD inh	Abeta yeast res	aSyn yeast inh	WRN inhibitor	EPAC1 antag	FUS suppressor
CCCCC(=O)Nc1ccc2c3c(cccc13)CC2	-12	0.6	0%	-6%	22%	13%	-8%	3%	6%
NCCN1CCN(CC(=O)N2c3ccccc3C(=O)Nc3cccnc32)CC1	.	-0.3	15%	.	-8%	.	.	-14%	-3%
C/C(=N\NC(=O)C(NC(=O)c1ccccc1)C(C)C)c1ccccc1 (stereo not drawn)	11	-0.1	-2%	1%	17%	6%	-3%	2%	-11%
COc1cc2c(cc1OC(C)=O)CCCCC2=O	-5	1.8	-1%	-8%	0%	-5%	6%	1%	.
CC1(Cc2cc(Cl)ccc2C(F)(F)F)C(=O)Nc2ccc(-c3ccc(F)c(Cl)c3)cc21 (stereo not drawn)	5	-0.7	-15%	1%	-11%	3%	-12%	-27%	?
Cc1ccc(S(=O)(=O)CS(=O)(=O)c2ccc(C)cc2)cc1	0	-6.7	-4%	-2%	0%	-2%	?	-5%	.
CCOC(=O)c1cc(C#N)c(SCC(=O)c2cc(C#N)c(SC)nc2C)nc1C	.	-1.5	5%	-6%	6%	3%	-3%	20%	4%
O=C(COc1ccc([N+](=O)[O-])cc1)Nc1ccc(S(=O)(=O)N2CCOCC2)cc1	4	-0.4	-1%	-18%	-1%	5%	-4%	-22%	19%
O=C(Nc1ccccc1Oc1ccccc1)C1=COCCO1	4	-3.5	-1%	-6%	-6%	-1%	1%	6%	6%
COc1ccccc1CNS(=O)(=O)c1c(C(=O)N2CCCC2)c(C)n(C)c1C	1	-0.4	1%	-3%	.	3%	2%	-1%	7%
C=CCn1c(SCc2cccc(F)c2)nc2cc(C(=O)N3CCC(C(N)=O)CC3)ccc2c1=O	4	0.7	0%	-5%	3%	-6%	-11%	-20%	.
Cc1ccsc1C(=O)NNC(=O)C1C2C=CC(C2)C1C(=O)O (stereo not drawn)	0	1.3	8%	-10%	16%	-1%	1%	5%	.

Sorted by number of heavy atoms (rising): three of the compounds above.
molecule	PI5P4Ka inh	IL2 activator	EPAC1 agonist	PLK1 PBD inh	Abeta yeast res	aSyn yeast inh	WRN inhibitor	EPAC1 antag	FUS suppressor
COc1cc2c(cc1OC(C)=O)CCCCC2=O	-5	1.8	-1%	-8%	0%	-5%	6%	1%	.
CCCCC(=O)Nc1ccc2c3c(cccc13)CC2	-12	0.6	0%	-6%	22%	13%	-8%	3%	6%
Cc1ccc(S(=O)(=O)CS(=O)(=O)c2ccc(C)cc2)cc1	0	-6.7	-4%	-2%	0%	-2%	?	-5%	.

(continued)
molecule	PI5P4Ka inh	IL2 activator	EPAC1 agonist	PLK1 PBD inh	Abeta yeast res	aSyn yeast inh	WRN inhibitor	EPAC1 antag	FUS suppressor
Cc1cc(NC(=O)COC(=O)CNC(=O)c2cccs2)c([N+](=O)[O-])cc1C	-16	-2.4	15%	-17%	0%	0%	13%	-8%	27%
CCCCn1cnc2c([nH]c3ccccc32)c1=O	0	-0.4	-1%	-5%	4%	6%	1%	11%	1%
CN(C)C(CNC(=O)c1cc(S(=O)(=O)N2CCOCC2)ccc1Cl)c1cccs1 (stereo not drawn)	-4	-0.2	17%	-1%	4%	0%	0%	13%	13%
COc1cccc(NC(=O)CN(C)C(=O)C(C)Sc2ccccc2)c1 (stereo not drawn)	12	-3.6	-11%	-8%	14%	2%	1%	-23%	7%
COc1ccc(Cl)cc1-c1cc(C(=O)Nc2ccc(Br)cc2)[nH]n1	3	2.2	-6%	1%	-8%	-18%	-13%	-17%	20%
O=S(=O)(Cc1ccccc1)N1CCN(c2ccccc2)CC1	1	4.3	-13%	-3%	20%	1%	3%	0%	-1%
CCOC(=O)CCNC(=O)N1CCCC(N(C)CCc2ccc(OC)c(OC)c2)C1 (stereo not drawn)	2	-0.2	8%	-4%	-2%	-1%	-1%	15%	-15%
O=[N+]([O-])c1ccccc1/C=C/CN1CCN(Cc2ccc3c(c2)OCO3)CC1	0	-1.1	-3%	-20%	5%	-4%	-1%	0%	-1%
Cc1cccc(CNC(=O)CC2C(=O)NCCN2C2CCCC2)c1 (stereo not drawn)	2	6.7	-7%	-4%	5%	1%	-5%	-18%	11%
O=C(NCc1ccccn1)c1ccc(Br)s1	.	-2.0	9%	-9%	-15%	-8%	2%	-4%	-8%
CCCCn1c(=O)c(-[n+]2ccccc2)c([O-])c2ccccc21	-1	-0.3	-5%	-5%	-7%	-3%	6%	5%	-13%
CCOC(=O)N1CCN(C(=O)c2ccc3nc(N4CCC(C)CC4)sc3c2)CC1	7	1.1	10%	-7%	23%	17%	-1%	0%	8%
S=c1[nH]nc(Cc2c[nH]c3ccccc23)o1	.	3.8	6%	-15%	4%	-19%	-5%	4%	-5%
COc1ccc(-c2nnn(CC(=O)N(CCCN3CCOCC3)C(C(=O)NC3CCCC3)c3ccc(C)o3)n2)cc1 (stereo not drawn)	0	0.1	10%	-4%	-2%	-5%	9%	7%	4%
CCc1c(-c2ccccc2)nc(N)c(C#N)c1-c1cccs1	-1	-0.4	3%	-2%	-27%	3%	-8%	-18%	6%
COc1cc(S(=O)(=O)NC(Cc2c[nH]c3ccccc23)C(=O)O)ccc1NC(C)=O (stereo not drawn)	-2	-3.0	-5%	-5%	-9%	0%	7%	-20%	10%
CN(Cc1nc(-c2ccncc2)no1)S(=O)(=O)c1ccc(Cl)cc1	.	-4.7	7%	-8%	-41%[inhibitor]	-2%	7%	3%	8%
CCCc1c(C(=O)NNc2cccc(Cl)c2)cnn1-c1ccccc1	1	1.2	1%	-12%	21%	25%	2%	-26%	22%
O=C1CN(C(=O)c2ccc(Br)o2)C(c2ccccc2)c2cc(Cl)ccc2N1 (stereo not drawn)	-3	-3.1	-2%	1%	17%	0%	-1%	-5%	0%
COc1ccc(C)cc1S(=O)(=O)NC1CCCCC1C (stereo not drawn)	-12	0.0	-4%	-3%	10%	15%	4%	2%	10%
COCCCN(C(=S)Nc1cc(C)cc(C)c1)C(C)c1ccncc1 (stereo not drawn)	-1	-0.3	-4%	-22%	7%	-5%	-18%	-15%	.
COc1ccc(C(=O)NC2CCN(CC(=O)Nc3cccc(C)c3)CC2)cc1OC	2	0.0	-3%	-2%	17%	-7%	0%	5%	-2%
COC(=O)[C@@]12CCCN1[C@H](c1ccc(-c3ccccc3)cc1)[C@H]1C(=O)N(C)C(=O)[C@H]12	0	0.8	0%	-13%	-13%	9%	1%	-12%	19%
N#Cc1c(SCc2ccccc2)sc(C(=O)c2ccccc2)c1N	-11	-1.6	8%	-7%	21%	-1%	-12%	3%	-13%
COc1ccc(NC2CC(=O)N(CCc3ccccc3)C2=O)cc1 (stereo not drawn)	-4	-2.9	2%	-3%	6%[9.22 µM]	-3%	-16%	5%	-32%
COc1ccccc1OCCCC(=O)Nc1nnc(C2CCCO2)s1 (stereo not drawn)	-6	-3.3	9%	-7%	8%	0%	-27%	5%	.
O=C(CSc1nc2c(cnn2-c2ccccc2)c(=O)[nH]1)NC1CCS(=O)(=O)C1 (stereo not drawn)	3	-0.6	2%	-13%	-12%	0%	6%	4%	-2%
CCCCc1nc2cc(C(=O)N3CCCC(OCCC)C3)ccc2o1 (stereo not drawn)	0	22	4%	-8%	-6%	9%	-2%	7%	24%
O=c1oc(=O)c2ccccc2c2ccccc12	-7	-4.9	-8%	4%	2%	4%	7%	10%	.
CCc1cccc(C)c1NC(=O)CCCn1c(=O)c2cccn2c2cccnc21	-15	-1.2	4%	24µM*	6%&-25%	6%	10%	7%	-4%&-21%
COc1ccccc1C(=O)Nc1ccc2c(c1)nc(CCNC(C)=O)n2C	.	-2.7	-6%	0%	-15%	-12%	2%	-1%	38%
CCOc1cccc2sc(N(CCN(C)C)C(=O)/C=C/c3cccs3)nc12	5	-3.7	1%	-5%	-12%	5%	3%	-4%	?
O=C(CN1C2=NCCCN2c2ccccc21)c1ccc(Br)s1	1	0.2	-3%	-2%	14%	4%	3%	-5%	16%
N#CC1=C(N)OC2=C(C(=O)CCC2)C1c1ccccc1 (stereo not drawn)	.	-3.1	6%	-13%	11%	-3%	1%	-8%	17%
CCC(C)(C#CCN1CCCCC1)OCCC#N (stereo not drawn)	-4	-0.9	-3%	-1%	5%	0%	1%	3%	-27%
CC1=C(C(=O)Nc2cccc(C(=O)NCc3ccccc3C)c2)SCCO1	1	-3.8	-4%	-7%	-2%	-4%	0%	-17%	9%
O=C(Nc1ccc(F)cc1)Nc1nnc([C@H]2C[C@H](O)[C@@H](CO)O2)s1	-1	0.8	-2%	4%	0%	-1%	1%	-1%	-7%
Nc1nc(SCc2nc3sc4c(c3c(=O)[nH]2)CCCC4)n[nH]1	?	1.1	5%	-2%	3%	10%	-6%	8%	25%
CSc1nc2ccc(NC(=O)COc3ccccc3F)cc2s1	-1	-0.2	-1%	-12%	-3%	-15%	2%	-7%	19%
O=C(CSCc1ccccc1)NC1CCSC1=O (stereo not drawn)	.	-1.1	-6%	-22%	21%	1%	-14%	-4%	7%
Cc1ccc(NC(C(N)=O)c2c(C)[nH]c(=O)[nH]c2=O)cc1 (stereo not drawn)	2	-3.0	-11%	-8%	-8%	-2%	-3%	-4%	18%
COc1ccc(CC(=O)Nc2ccccc2NC(=O)Cc2ccc(OC)cc2)cc1	-1	1.9	1%	5%	-3%	3%	4%[57.1 µM]	-14%	14%
CCOC(=O)c1c(NC(=O)C(C)Sc2cccc[n+]2[O-])sc2c1CCN(Cc1ccccc1)C2 (stereo not drawn)	0	1.4	1%	15%	-21%	-7%	-8%	?	43%
CN(CC(=O)Nc1cccc(F)c1)C(=O)/C=C/c1ccc2ccccc2n1	-19	-0.7	1%	3%	3%	2%	-14%	-22%	-2%
CC1(c2ccc(OCC#N)cc2)C=C(c2ccc(OCC#N)cc2)n2nc(C(F)(F)F)nc2N1 (stereo not drawn)	-4	-5.6	6%	-3%	9%	7%	-14%	-13%	.
